Screening data deposited in PubChem by NMMLSC.
CIT2-GFP yeast = modulators of TOR pathway CIT2-GFP in S. cerevisiae; GFP response vs DMSO, % at 10 µM; 320,000 tested, 0.065% active; S. cerevisiae CIT2-GFP strain, flow cytometry, 3 h; 100 means same as DMSO wells;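 active = GFP response relative to DMSO above a set limit, near the screen mean plus 3 SD, cut at about 150% in these data; inconclusive = Fewer than 70 cells measured for a yeast strain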;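 also: ratio of well median GFP fluorescence to mean of DMSO wells on the plate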
CR mimetic SO = yeast age-related superoxide inhibition as caloric restriction mimetic; S. cerevisiae aged cells, superoxide DHE fluorescence; stronger effect = lower value; superoxide response (% of plate mean), % at 10 µM; 330,000 tested, 0.18% active; AID 2690;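 active = superoxide response under a set limit, about three screen SD below normal, cut at about 65% in these data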;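 also: yeast aged for seven days with compound at 30 °C before DHE staining; 100% = average MFI of all compound-treated wells on the plate with controls excluded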
AGP1 TOR yeast = yeast TOR pathway AGP1-GFP modulation | AID 2066 | GFP response vs DMSO, % at 10 µM | S. cerevisiae AGP1-GFP multiplex flow cytometry, 3 h; GFP as percent of DMSO wells | 320,000 tested, 0.02% active;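 active = GFP response relative to DMSO above a set limit, near screen average plus 3 SD, cut at about 150% in these data; inconclusive = fewer than 70 cells counted for the yeast strain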;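 also: median GFP channel fluorescence of the gated AGP1 strain per well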
RPL19A-GFP yeast = yeast TOR pathway RPL19A-GFP modulation. percent response vs DMSO, % at 10 µM. 330,000 tested, 0.3% active. AID 2025. S. cerevisiae RPL19A-GFP strain, flow cytometry, 3 h; stronger effect = lower value;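 active = percent response vs DMSO below 50%; inconclusive = fewer than 70 events counted for the yeast strain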;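 also: median channel GFP fluorescence of the barcoded RPL19A-GFP strain; ratio of sample median GFP to plate DMSO average so 100% = DMSO; lower means less RPL19A-GFP as with rapamycin TOR inhibition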
GRK2 inh = human GRK2 inhibition via aptamer displacement; bead flow cytometry, FAM-aptamer displacement from GRK2; 330,000 tested, 0.59% active; AID 488847; inhibition of aptamer binding, % at 10 µM;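 active = inhibition of aptamer binding above 40%, roughly 3 SD of noise, on plates passing a quality check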;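 also: median bead fluorescence of bound FAM aptamer so fluorescent compounds give negative values; no value below 0 was filed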
LAP4-GFP MLPCN = alters LAP4-GFP fluorescence in TOR pathway yeast screen. 320,000 tested, 0.34% active. S. cerevisiae LAP4-GFP multiplex, flow cytometry GFP, 3 h; median GFP as percent of DMSO wells. GFP response vs DMSO, % at 10 µM;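 active = GFP response vs DMSO above a set limit, about the screen mean plus 3 SD, cut at about 150% in these data; inconclusive = under 70 cell events counted for the yeast strain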
MEP2-GFP yeast = alters MEP2-GFP fluorescence in TOR pathway yeast screen | 330,000 tested, 0.51% active | GFP response vs DMSO, % at 10 µM | S. cerevisiae MEP2-GFP strain, flow cytometry GFP, 3 h; 100% = DMSO control level;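 active = GFP response versus DMSO above a set limit, roughly screen mean plus 3 SD, cut at about 180% in these data; inconclusive = fewer than 70 cells counted for a yeast strain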;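 also: median GFP fluorescence of the barcode-gated MEP2-GFP cells per well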
VLA-4 inh = inhibition in a human VLA-4 binding assay | P13612 | inhibition, % (about 7 µM as worked out from the volumes in the protocol) | 330,000 tested, 0.2% active | VLA-4 expressing cells, ligand binding flow cytometry; in the data active = inhibition above about 50%
Target sequence (P13612 whole entry, looked up): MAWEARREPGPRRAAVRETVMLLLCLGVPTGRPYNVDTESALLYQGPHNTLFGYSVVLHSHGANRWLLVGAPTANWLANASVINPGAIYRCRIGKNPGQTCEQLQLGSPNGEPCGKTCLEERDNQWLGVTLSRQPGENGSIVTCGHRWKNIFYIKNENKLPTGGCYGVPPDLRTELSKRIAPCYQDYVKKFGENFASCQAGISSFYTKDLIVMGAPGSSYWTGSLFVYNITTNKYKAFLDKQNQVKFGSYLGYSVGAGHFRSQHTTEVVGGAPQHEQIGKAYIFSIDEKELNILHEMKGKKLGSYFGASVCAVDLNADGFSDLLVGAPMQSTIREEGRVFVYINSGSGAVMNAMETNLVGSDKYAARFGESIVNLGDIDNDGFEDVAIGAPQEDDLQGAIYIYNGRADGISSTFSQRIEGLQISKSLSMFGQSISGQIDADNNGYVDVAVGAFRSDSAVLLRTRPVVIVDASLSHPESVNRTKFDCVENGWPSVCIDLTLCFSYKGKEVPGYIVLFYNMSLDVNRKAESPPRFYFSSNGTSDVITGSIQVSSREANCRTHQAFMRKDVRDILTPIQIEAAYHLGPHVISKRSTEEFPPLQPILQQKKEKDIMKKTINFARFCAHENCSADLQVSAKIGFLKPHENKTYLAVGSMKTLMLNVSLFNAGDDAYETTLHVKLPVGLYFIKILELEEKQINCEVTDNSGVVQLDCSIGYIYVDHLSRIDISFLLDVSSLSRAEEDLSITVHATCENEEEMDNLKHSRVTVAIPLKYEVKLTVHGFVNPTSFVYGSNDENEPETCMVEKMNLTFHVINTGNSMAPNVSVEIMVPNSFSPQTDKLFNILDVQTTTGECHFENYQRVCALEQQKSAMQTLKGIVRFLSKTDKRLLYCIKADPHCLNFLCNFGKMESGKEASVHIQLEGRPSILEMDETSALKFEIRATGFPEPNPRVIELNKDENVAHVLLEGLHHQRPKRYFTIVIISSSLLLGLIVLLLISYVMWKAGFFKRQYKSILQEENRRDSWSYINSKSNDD
* marks the source's active call; other numbers are inactive results; ? = inconclusive; · = not tested or not shown; [ ] = dose if it differs, or a comment.

SMILES	CIT2-GFP yeast	CR mimetic SO	AGP1 TOR yeast	RPL19A-GFP yeast	GRK2 inh	LAP4-GFP MLPCN	MEP2-GFP yeast	VLA-4 inh
CC(Sc1nc(N)c2c3c(sc2n1)CSC(C)(C)C3)C(=O)Nc1ccccc1 (stereo not drawn)	100	112	103	101	4	91	101	·
O=S(=O)(c1cccc(NC(=S)N2CCN(c3cccc(Cl)c3)CC2)c1)C(F)F	113	127	102	106	3	87	111	19
CCOc1ccc2nc(N(CCCN(C)C)C(=O)c3ccc(S(=O)(=O)N4CCCC4)cc3)sc2c1	106	91	112	100	0	120	110	18
CC1=C(CC(=O)c2ccc(Cl)cc2)C(=O)c2ccccc2C1=O	94	104	102	100	0	116	104	5
O=C(CN(Cc1cccs1)S(=O)(=O)c1ccc(S(=O)(=O)N2CCCCC2)cc1)Nc1ccccc1	98	96	96	97	2	96	101	13
Nc1nnc(SCC(=O)Nc2ccc3c(c2)OCCO3)s1	94	99	100	95	2	100	96	7
COc1ccc(C(=O)Nc2ccc(S(=O)(=O)N3CCCC3)cc2)cc1	110	101	109	102	0	112	103	1
COc1cc(C(=O)NCC(=O)N/N=C/c2c(C)[nH]c3ccccc23)cc(OC)c1OC	96	90	103	93	4	106	93	12
COc1cc(/C=C/C(=O)OCC(=O)N2CCCc3ccccc32)ccc1OCC#N	95	83	101	98	0	99	97	7
COc1ccc(Cl)cc1NC(=O)CC1CCCC1	97	93	86	93	0	80	103	10
CC(C)(C(=O)O)n1cncn1	87	116	107	98	4	102	98	10
CN(C)C(=O)C(=O)c1cccn1-c1cccc(Cl)c1C#N	122	99	119	115	2	101	108	25
CS(=O)(=O)NNC(=O)c1sccc1OCc1ncc(C(F)(F)F)cc1Cl	93	97	107	100	2	103	94	6
CCOc1ccc(-n2c(SCC(=O)Nc3ccccc3C)n[nH]c2=O)cc1	114	88	110	103	4	108	104	-6
CN(CC(=O)c1c(N)n(C)c(=O)n(C)c1=O)c1ccccc1	102	91	105	105	1	97	116	4
CCOC(=O)[C@@H]1[C@H]2COc3ccccc3[C@@H]2N2C(=O)N(c3ccc(Br)cc3)C(=O)[C@]12C	96	99	101	96	0	112	110	-4
Cc1cccc(NNC(=O)C2CCC2)c1	113	101	95	98	0	97	89	3
COCCNC(=O)c1c(N)n(/N=C/c2cccs2)c2nc3ccccc3nc12	101	104	96	97	1	92	99	-26
COc1cccc(NC(=O)COc2coc(CN3CCN(c4ccccc4)CC3)cc2=O)c1	88	116	95	98	12	97	102	-1
Cc1ccc(Nc2nc3ccccc3c(=O)s2)cc1C	91	98	98	96	3	86	93	26

Single values from the entries so far.
VLA-4 inh result of `Cc1ccc(Nc2nc3ccccc3c(=O)s2)cc1C` stands at 26
MEP2-GFP yeast result of `O=C(CN(Cc1cccs1)S(=O)(=O)c1ccc(S(=O)(=O)N2CCCCC2)cc1)Nc1ccccc1` stands at 101

Next section
SMILES	CIT2-GFP yeast	CR mimetic SO	AGP1 TOR yeast	RPL19A-GFP yeast	GRK2 inh	LAP4-GFP MLPCN	MEP2-GFP yeast	VLA-4 inh
O=C(c1ccc2c(c1)OCO2)C1CCCN(Cc2ccc(OC(F)F)cc2)C1 (stereo not drawn)	116	102	112	108	0	110	108	-5
CCc1nnc(NC(=O)c2ccc(Cl)nc2)s1	106	91	91	105	1	96	100	11
COc1cc(C(=O)NC(=S)Nc2ccc(Cl)cn2)cc(OC)c1OC	103	123	106	103	1	107	107	45
Cc1cc(C(=O)NCc2ccc3c(c2)OCO3)ccc1[N+](=O)[O-]	97	107	90	97	2	86	97	-8
CCNc1nc(NCC)nc(Nn2cnnc2)n1	104	92	·	98	0	112	106	17
COc1ccccc1C(=O)OCc1cc(=O)n2ccsc2n1	99	87	100	100	2	105	115	-2
O=C1C(Cl)=C(Nc2ccc3cn[nH]c3c2)C(=O)c2ccccc21	100	143	69	103	1	112	105	26
CCOC(=O)C1=C(C)N=c2s/c(=C\c3ccc(OCC(=O)O)c(OC)c3)c(=O)n2C1c1ccc(OC)cc1 (stereo not drawn)	95	105	98	104	0	98	98	-9
O=C(CSc1oc(-c2ccccc2)nc1S(=O)(=O)c1ccc(F)cc1)NCC1CCCO1 (stereo not drawn)	99	109	99	95	1	101	93	-10
Cc1ccc(Nc2nc3ccccc3n3nnnc23)cc1	107	105	103	102	0	110	95	1
CN(C)S(=O)(=O)c1cc(NC(=O)CN2CCN(c3ccccc3)CC2)ccc1Cl	95	97	102	102	2	109	102	10
COc1cccc(NC(=O)CN(C)C(=O)c2ccc(-c3ccccc3Cl)o2)c1	111	94	100	101	2	97	104	10
O=C1CC(Sc2ncccn2)C(=O)N1c1ccccc1 (stereo not drawn)	89	102	100	100	2	99	99	8
COc1cccc(NC(=O)c2nnn(CC(=O)Nc3cc(C)cc(C)c3)c2N)c1	108	101	101	106	0	87	102	24
COc1ccccc1OCc1nnc(SCC(=O)NCc2ccco2)n1Cc1ccco1	95	102	98	95	2	93	94	-12
CC1(C)CC(=O)C2=C(C1)Oc1ncn(CCCO)c(=N)c1C2c1ccccc1 (stereo not drawn)	98	105	103	99	0	97	101	4
COc1ccc(OC)c(-c2c(C#N)c(N)nc3c2c(=O)nc2sccn23)c1	94	86	96	97	4	99	90	-85
Cc1c(CC(=O)O)c(=O)oc2cc(OCc3ccc(Br)cc3)ccc12	99	96	94	93	1	103	92	0
Cc1cc(NC(=O)CSc2nnc(C3CC3)n2N)no1	104	75	103	102	2	100	104	2
COc1ccc(/C=C(\NC(=O)c2ccc(C)cc2)C(=O)Nc2c(C)n(C)n(-c3ccccc3)c2=O)cc1	94	89	98	97	0	101	97	47

An excerpt from above in order of molecular weight, rising:
SMILES	CIT2-GFP yeast	CR mimetic SO	AGP1 TOR yeast	RPL19A-GFP yeast	GRK2 inh	LAP4-GFP MLPCN	MEP2-GFP yeast	VLA-4 inh
COc1ccc(OC)c(-c2c(C#N)c(N)nc3c2c(=O)nc2sccn23)c1	94	86	96	97	4	99	90	-85
CN(C)S(=O)(=O)c1cc(NC(=O)CN2CCN(c3ccccc3)CC2)ccc1Cl	95	97	102	102	2	109	102	10
COc1ccccc1OCc1nnc(SCC(=O)NCc2ccco2)n1Cc1ccco1	95	102	98	95	2	93	94	-12
COc1ccc(/C=C(\NC(=O)c2ccc(C)cc2)C(=O)Nc2c(C)n(C)n(-c3ccccc3)c2=O)cc1	94	89	98	97	0	101	97	47

(more compounds)
SMILES	CIT2-GFP yeast	CR mimetic SO	AGP1 TOR yeast	RPL19A-GFP yeast	GRK2 inh	LAP4-GFP MLPCN	MEP2-GFP yeast	VLA-4 inh
O=C(Cc1c(F)cccc1Cl)Nc1cccnc1	97	105	99	99	0	100	99	-6
CCOc1ccccc1C(=O)Nc1ccc(S(=O)(=O)N2CCN(C)CC2)cc1	110	97	107	106	1	99	106	4
O=C(CSc1nnc(NC2CCCCC2)s1)NC1CCS(=O)(=O)C1 (stereo not drawn)	110	97	100	102	0	109	125	-7
FC(F)(F)c1ccccc1NC(=S)Nn1cnnc1	95	93	96	105	0	74	99	-5
CCCCCCCNC(=O)C1(CC2CC(c3cccc(Br)c3)=NO2)CCN(C(=O)C2CCCC2)CC1 (stereo not drawn)	125	106	99	99	1	145	94	8
CCOCCCN(C(=O)c1snc(C(N)=O)c1N)C(C(=O)NCCC(C)C)c1ccc(F)cc1 (stereo not drawn)	105	104	105	108	0	100	109	20
CCOc1nc(-c2ccccc2)c2cc(C)ccc2n1	98	117	95	101	3	103	102	4
COc1ccc(CNC(=O)N2CCN(c3cccc(Cl)c3)CC2)cc1OC	?	87	15[may fluoresce violet]	71[may fluoresce violet]	0	85[may fluoresce violet]	147[may fluoresce violet]	1
COc1cccc(CNC(=O)C2CCN(S(=O)(=O)N3CC(C)CC(C)C3)CC2)c1 (stereo not drawn)	108	91	104	99	0	102	105	-14
Cc1ccc(-c2c(C#N)c(N)nc3c2CCCC3)o1	103	89	96	102	0	97	98	4
CC1CCCN(C(=O)c2ccc(NS(=O)(=O)c3cccc([N+](=O)[O-])c3)cc2)C1 (stereo not drawn)	99	107	104	98	0	104	100	6
Cc1ccc(CNC(=S)NC2CCCCC2)cc1	84	106	93	108	0	82	106	2
COc1cc2c(cc1OC)C1=C(C#N)CCC(=NC(=O)c3ccco3)N1CC2	107	104	104	98	0	101	106	-5
CC(C)(C)NC(=O)NC(=O)CN1CCN(S(=O)(=O)c2ccc3c(c2)OCCO3)CC1	106	95	114	106	0	106	104	7
Nc1cccc(-c2ccc(CO)o2)c1	106	94	105	108	2	101	107	5
Cc1cc(N2CCN(C)CC2)nc2ccc(NC(=S)NCCC(C)C)cc12	99	87	102	105	0	95	111	2
CCCNc1nc(C)nc2c1cnn2CCc1ccccc1	105	86	102	106	0	105	125	9
COc1ccc(C)cc1NC(=S)NN1CCN(C)CC1	99	107	100	101	0	97	107	31
COCCNC(=O)NC(=O)COC(=O)C1(c2ccc(Cl)cc2)CC1	87	111	93	96	0	86	92	-8
COC(=O)c1c(C)oc2ccc(OC(=O)c3cccs3)cc12	84	90	87	91	0	107	97	-2

Reprinted from the part before: 2 compounds, then new ones.
SMILES	CIT2-GFP yeast	CR mimetic SO	AGP1 TOR yeast	RPL19A-GFP yeast	GRK2 inh	LAP4-GFP MLPCN	MEP2-GFP yeast	VLA-4 inh
COCCNC(=O)NC(=O)COC(=O)C1(c2ccc(Cl)cc2)CC1	87	111	93	96	0	86	92	-8
COC(=O)c1c(C)oc2ccc(OC(=O)c3cccs3)cc12	84	90	87	91	0	107	97	-2
CC(=O)c1ccc(S(=O)(=O)N(C)CC(=O)Nc2ccc(C)cc2)cc1	98	88	97	101	1	102	100	20
CCC(C)(C)NC(=O)C(c1ccc(F)cc1)N(Cc1ccccc1)C(=O)c1cnccn1 (stereo not drawn)	105	100	97	96	0	103	100	5
COc1ccccc1NC(=O)CSc1nnc(Cc2cc(=O)[nH]c(=O)[nH]2)n1-c1ccccc1	107	85	107	96	2	101	103	17
COc1ccc(-c2nn(-c3ccccc3)cc2C2CC(c3cccs3)=NN2C(=O)CCCC(=O)O)cc1 (stereo not drawn)	102	97	102	108	1	88	102	17
CCOC(=O)C1=NNC2(CC(=O)N(c3cccc(C)c3)C2=O)C1 (stereo not drawn)	92	92	96	95	1	102	94	-2
O=C(NC(=S)Nc1ccc2[nH]c(=O)[nH]c2c1)c1ccccc1[N+](=O)[O-]	101	·	89	93	1	80	97	10
CCCc1nc2sc(C(=O)OCC)c(N)c2c2c1COC(C)(C)C2	82	105	87	91	3	90	93	-2
CC(C)n1cnc2c(NCc3ccccc3)cc(Cc3ccc(F)cc3)cc21	93	98	94	92	4	103	94	-7
